PLCb3 inh = inhibitors of human phospholipase C beta3; Purified PLC-beta3, fluorogenic substrate, fluorescence; actives 0.18% (n = 370,000); inhibition, % at 12.2 µM; Q01970; in the data active means inhibition above about 11%;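 further: 0% = median of compound wells on plate and 100% = full blocker control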
ARFGAP1 inh = inhibits rat ARF GTPase activating protein 1 | Q62848 | Arfgap1-stimulated ARF1 GTP hydrolysis, GDP FP detection | inhibition, % at 16.5 µM | actives 0.26% (n = 360,000) | AID 651572;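 active means inhibition above a per-plate limit, mean inhibition of low control wells plus 3 SD, cut at about 25% in these data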;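 further: 0% = DMSO wells with enzyme and 100% = wells lacking Arfgap1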
Target sequence (Q62848 1-136 limits assumed): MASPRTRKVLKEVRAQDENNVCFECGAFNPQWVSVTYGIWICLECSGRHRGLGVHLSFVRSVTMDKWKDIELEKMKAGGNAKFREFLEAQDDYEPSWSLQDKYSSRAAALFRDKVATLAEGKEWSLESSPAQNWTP
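Assay system: Rat Arfgap1 GAP domain (His6, aa 1-136), purified enzyme | Buffer or medium: HEPES 25 mM pH 7.5, NaCl 150 mM, MgCl2, DTT | Schedule: GTP hydrolysis reaction 2 h at 25 °C | Signal: FP of antibody-bound GDP Alexa 633 tracer, ex 620/em 688 nm | Measure: Percent inhibition of Arfgap1-stimulated GTP hydrolysis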
NR1D1 modulator = modulates human Rev-erb alpha binding to DNA; Rev-erbα–FITC-DNA binding, fluorescence polarization, 90 min; activity, % at 10 µM; actives 0.79% (n = 370,000); AID 1259318;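 active means activity above about 14%, limit read from the data; passing the limit was not always enough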;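 further: 0% = DMSO wells with 35 nM protein and 100% = DMSO wells with 750 nM protein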
UHRF1 binding = UHRF1 methyl-DNA binding inhibition; actives 0.75% (n = 370,000); UHRF1 binding to methylated oligo, TR-FRET; AID 687016; inhibition, % at 4.4 µM; in the data active means inhibition above about 21%;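 further: UHRF1 SRA domain binding a hemimethylated CpG hairpin DNA probe; 0% = median of test compound wells and 100% = reference inhibitor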
PLC-gamma1 inh = blocks human PLC-gamma1 enzyme activity; inhibition, % at 12.2 µM; purified PLC-gamma1, fluorogenic substrate, fluorescence; P19174; actives 0.84% (n = 370,000); in the data active means inhibition above about 9.5%
sPLA2-III inh = Blocks human group III sPLA2 activity | AID 743126 | QFRET BODIPY PC-A2 liposome hydrolysis, fluorescence | Q9NZ20 | actives 0.56% (n = 370,000) | inhibition, % at 12.2 µM;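 active means inhibition above mean plus 3 SD of compounds lying within the high and low control bounds, cut at about 19% in these data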;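 further: 0% = median of test compound wells and 100% = no enzyme DMSO wells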
Target sequence (Q9NZ20 whole entry, looked up): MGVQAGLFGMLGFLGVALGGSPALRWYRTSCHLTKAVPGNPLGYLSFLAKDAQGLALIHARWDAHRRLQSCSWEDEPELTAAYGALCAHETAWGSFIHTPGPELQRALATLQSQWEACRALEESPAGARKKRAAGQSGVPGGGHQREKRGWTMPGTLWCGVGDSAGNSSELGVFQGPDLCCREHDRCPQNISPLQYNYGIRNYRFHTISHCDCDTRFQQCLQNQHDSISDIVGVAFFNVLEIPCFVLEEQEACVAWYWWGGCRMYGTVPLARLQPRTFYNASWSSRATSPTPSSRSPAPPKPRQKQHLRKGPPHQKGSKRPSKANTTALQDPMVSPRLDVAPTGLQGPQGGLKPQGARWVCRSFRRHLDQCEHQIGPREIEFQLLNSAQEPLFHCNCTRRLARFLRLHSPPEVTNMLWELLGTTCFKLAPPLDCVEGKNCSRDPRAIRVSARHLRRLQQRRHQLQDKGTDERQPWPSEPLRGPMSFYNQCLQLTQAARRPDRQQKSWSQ
KLK7 zymogen act = activates the human kallikrein-7 zymogen. actives 0.9% (n = 370,000). purified proKLK7, EDANS-DABCYL substrate fluorescence; 100% is mature enzyme control, 0% vehicle. activation, % at 7 µM;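 active means activation above the mean of all tested compounds plus 3 SD, computed per campaign excluding outliers beyond control limits, cut at about 13% in these data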
Target sequence (P49862 whole entry, looked up): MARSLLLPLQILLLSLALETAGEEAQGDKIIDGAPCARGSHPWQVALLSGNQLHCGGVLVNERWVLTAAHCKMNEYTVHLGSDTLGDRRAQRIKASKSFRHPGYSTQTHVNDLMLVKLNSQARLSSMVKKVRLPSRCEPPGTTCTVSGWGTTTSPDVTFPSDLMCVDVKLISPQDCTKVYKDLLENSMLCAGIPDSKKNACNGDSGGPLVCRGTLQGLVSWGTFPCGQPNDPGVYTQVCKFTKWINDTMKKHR
DDE Tn7 FP inh = disrupts Tn7 cyclic peptide binding to fibrin D-Dimer-E complex; P02675; FP displacement of FITC-Tn7 peptide from fibrin DD(E); 0% = median of compound wells per plate; inhibition, % at 8.3 µM; actives 0.13% (n = 370,000); AID 720508;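 active means inhibition above the mean of compounds falling within the control limits plus 3 SD of them, cut at about 14% in these data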;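 further: 0% = plate median of compound wells and 100% = 10 µM Aha-Tn7 peptide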
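Measure: % inhibition scaled between sample-field median and high-control FP; Test system: human fibrin DD(E); Quantity: 2 µM final DD(E) protein; Doses: one dose, 8.3 µM nominal; Schedule: compound with protein 10 min, then 3 h after probe, room temperature; Detection: fluorescence polarization; Medium: Tris buffer with calcium and detergent, pH 7.8.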
DDE Tn6 FP inh = DD(E)-Tn6 binding inhibition, primary FP screen; inhibition, % at 8.3 µM; actives 0.21% (n = 370,000); Fibrin DD(E) TRITC-Tn6 fluorescence polarization displacement; P02675; AID 720509;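 active means inhibition above a per-campaign cutoff: mean of compounds within control limits plus 3 SD, cut at about 15% in these data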;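 further: 0% = median of all compound wells on the plate and 100% = blocking peptide control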
ASAP1 inh = inhibitors of human ASAP1 ArfGAP activity. ASAP1-stimulated ARF1 GTP hydrolysis, GDP FP detection. Q9ULH1. actives 0.19% (n = 360,000). inhibition, % at 16.5 µM; in the data active means inhibition above about 25%;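 further: 0% = vehicle with enzyme and substrate and 100% = no enzyme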
Active calls of the source: *.

Under each structure – ASAP1 inh, KLK7 zymogen act, DDE Tn7 FP inh, NR1D1 modulator, UHRF1 binding, PLC-gamma1 inh, ARFGAP1 inh, DDE Tn6 FP inh, sPLA2-III inh, PLCb3 inh
CC(C)C[C@H](NC(=O)c1nc[nH]c1C(=O)NC1CCNCC1)C(=O)OCc1ccccc1
  2, 0.1, -2, 5, 10, 2, 16, 2, 0, 5
CN(C)S(=O)(=O)c1cccc(-n2sc3ccccc3c2=O)c1
  10, -0.1, 0, 1, 1, -1, 6, 4, 7, 0
CCOC(=O)N1CCN(C(=O)COC(=O)c2oc3ccc(OC)cc3c2C)CC1
  4, -5.9, -4, -8, -3, -78, -1, -4, -5, -126
COCCN1Cc2cc(C(=O)OC)c3c(c2C1=O)c1cc(F)ccc1n3S(=O)(=O)c1cccc(C)c1
  -4, -1.3, 2, 7, 1, -8, 12, -1, -2, -15
CCCS(=O)(=O)NC(=O)C1(C)CCCN(C(=O)c2ccc(C(=O)OC)cc2)C1 (configuration not stated)
  13, 0.0, 6, 3, -2, 3, 6, 4, -6, 2
COc1cccc(N(CC(=O)N2CCOCC2)S(C)(=O)=O)c1
  4, 0.3, 5, 1, -2, 0, 8, 4, -4, -4
Cc1ccc(NCC(=O)N/N=C\c2cccc(O)c2)cc1
  -6, 0.1, 6, 2, -4, 1, -1, -4, -7, 0
COC(=O)c1cc(C(=O)Cc2ccccc2)c[nH]1
  -15, 0.2, 1, 2, -3, -2, 13, -10, -6, 0
C/C(=N\NC(=S)NC(C)C)c1ccc2c(c1)OCCO2
  -2, -0.4, 6, 1, 4, 2, 2, 1, 18, -1
CC1CC(C)CN(C(=O)CN2CCN(Cc3ccc(Cl)cc3)C2=O)C1 (configuration not stated)
  -8, 0.3, -10, -2, -1, 2, 7, 5, -3, 3
C/C(=N\NC(=O)c1nnn(-c2nonc2N)c1-c1ccc2c(c1)OCO2)c1ccccc1
  2, -0.3, -3, 3, 6, -6, 10, -7, -20, -30
COC(=O)C1C(=O)c2c([nH]c(C(=O)OCCOC(C)C)c2C)CC1C (configuration not stated)
  14, -0.3, 5, 4, 1, 3, -2, 3, -2, 3
CC(C)C[C@@H](CNCC(=O)[C@H](CC(C)C)NC(=O)c1[nH]cnc1C(=O)N[C@H](CN)CC(C)C)NC(=O)c1nc[nH]c1C(=O)N[C@@H](CC(=O)O)C(=O)O
  -3, 0.0, 2, -2, 5, -1, -19, 8, -4, -5
COc1cc(O)c2c(c1)OC(c1ccc(O)cc1)CC2=O (configuration not stated)
  1, -0.3, -8, -1, -3, 0, 9, 3, -27, -2
CCN(CC)c1nc(C)c2c(c1C#N)CC(C)(C)OC2
  -2, -5.5, -4, -1, 6, -34, 18, -3, 18, -36
COc1ccccc1NC(=O)COC(=O)C1=NN(c2ccccc2)C(=O)CC1
  7, 0.2, -1, -4, 0, 4, 2, -1, 5, -1
COc1ccc(OCC(O)CNC(C)c2ccccc2)cc1 (configuration not stated)
  -7, 0.1, -4, 3, 1, 4, 3, -5, -2, 1
CO/N=C/c1ccc(N2CCN(C(=O)c3ccc(C)cc3)CC2)c([N+](=O)[O-])c1
  2, 0.0, -7, 3, 2, -2, 5, -10, 1, -3
CCOC(=O)[C@]12CCCC=C1N(Cc1cccc3ccccc13)C(=O)[C@H](CC(=O)N1CCN(C(=O)c3ccco3)CC1)C2
  -1, 0.5, 0, -5, 0, 5, 2, -2, -11, 1
CCN(CC)S(=O)(=O)c1cc(C(=O)Oc2cccc(-c3cnc4ccccc4n3)c2)ccc1Br
  -2, 0.0, 4, 5, 2, -1, -3, 0, -2, 2

An excerpt from above, reduced to DDE Tn6 FP inh, NR1D1 modulator and DDE Tn7 FP inh:
Compound | DDE Tn6 FP inh | NR1D1 modulator | DDE Tn7 FP inh
COc1cc(O)c2c(c1)OC(c1ccc(O)cc1)CC2=O (configuration not stated) | 3 | -1 | -8
CCN(CC)c1nc(C)c2c(c1C#N)CC(C)(C)OC2 | -3 | -1 | -4
COc1ccccc1NC(=O)COC(=O)C1=NN(c2ccccc2)C(=O)CC1 | -1 | -4 | -1

The listing picks up; the 2 compounds before the break are reprinted first.
Under each structure – ASAP1 inh, KLK7 zymogen act, DDE Tn7 FP inh, NR1D1 modulator, UHRF1 binding, PLC-gamma1 inh, ARFGAP1 inh, DDE Tn6 FP inh, sPLA2-III inh, PLCb3 inh
CCOC(=O)[C@]12CCCC=C1N(Cc1cccc3ccccc13)C(=O)[C@H](CC(=O)N1CCN(C(=O)c3ccco3)CC1)C2
  -1, 0.5, 0, -5, 0, 5, 2, -2, -11, 1
CCN(CC)S(=O)(=O)c1cc(C(=O)Oc2cccc(-c3cnc4ccccc4n3)c2)ccc1Br
  -2, 0.0, 4, 5, 2, -1, -3, 0, -2, 2
O=C1C2(c3ccccc3)CN(CCO)CC1(c1ccccc1)CN(CCO)C2
  -10, 0.1, -1, 0, 0, 3, -17, -8, 4, 7
Cn1nnc2cc(NC(=O)N3CCN(c4ccccn4)CC3)ccc21
  3, -0.1, 0, 3, -1, -67, 10, 0, -2, -77
COc1ccc2[nH]c3c(c2c1)CCC/C3=N\N
  16, 0.6, 1, 2, -1, -219, 5, -13, 8, -302
CC1CCN(C(=O)c2ccc(S(=O)(=O)N(C)C)cc2)C(C)C1 (configuration not stated)
  -3, -0.1, -1, 0, 9, 1, 0, 0, 1, 2
Cc1ccc(CNS(=O)(=O)NCc2ccccc2)cc1
  -1, -0.5, -2, 2, -1, 0, -7, -1, 0, -44
Cc1ccccc1NC(=O)c1cnn(-c2ccccc2)c1C
  4, 0.2, 2, 5, -4, 0, -2, -6, -4, -3
COc1cccc(C(C(=O)NC(C)(C)C)N(CCc2ccccc2)C(=O)CCC(=O)Nc2cc(C)on2)c1OC (configuration not stated)
  1, -0.7, 0, 0, -1, -1, -7, 6, -10, -7
CCCOc1ccc(N2C(=O)CC(S/C(N)=N/N=C(\C)c3cccs3)C2=O)cc1 (configuration not stated)
  -2, -0.1, 2, 2, 1, 3, 3, 1, -67, 2
COc1ccc(CNC(=O)COc2cc(O)c3c(c2)OC(C)(C)CC3=O)cc1
  -6, 0.1, 13, 2, 0, -2, 1, 7, -2, -3
CCS(=O)(=O)c1ccc2oc(=O)c(/C=C(\O)c3ccc(Cl)cc3)nc2c1
  -12, 0.2, 4, 4, -3, -7, -5, -3, -13, -13
CCN(CC(=O)Nc1ccc2c(c1)OCCO2)CC(=O)Nc1ccc(C)c(S(=O)(=O)N(C)C)c1
  8, 0.6, -6, -8, 9, 1, 0, -4, -4, -10
CCc1nc(N)nc(N)c1-c1ccc(Cl)c([N+](=O)[O-])c1
  -11, -0.4, -1, 5, 4, -1, 6, 4, 16, -2
Cc1cc(NC(=O)CCC(=O)N(Cc2ccco2)C(C(=O)NC2CCCC2)c2ccccc2)no1 (configuration not stated)
  -6, 0.1, -1, -3, 0, -1, 3, 6, -2, -4
Nc1nc(CCl)nc(N(c2ccccc2)c2ccccc2)n1
  -4, 0.7, 0, 1, -1, -1, -4, 11, -4, -6
Cc1cc2c(=O)n(C)c(SCC(=O)Nc3ccccc3C)nc2s1
  -13, 0.1, 3, -7, -1, 0, -1, 6, 1, 0
COc1ccc(S(=O)(=O)N2CCCC2CNC(=O)C(=O)Nc2ccc(F)cc2)cc1 (configuration not stated)
  8, 0.5, 3, -5, -1, -1, 0, 2, -6, -2
CCc1noc(C)c1C(=O)OCC(=O)Nc1cccc(C)c1
  -7, -0.6, 3, -4, 0, 1, 2, -6, 5, -1
COc1cccc(C(=O)NCc2ccco2)c1
  9, -0.6, 0, 1, 2, -7, 8, 8, 5, -3
CC(/C=C/C1(O)C(C)CC(=O)CC1(C)C)OC1OC(CO)C(O)C(O)C1O (configuration not stated)
  4, 1.5, -1, -4, 1, -4, -16, -1, 3, -80
COc1ccccc1NC(=O)CCn1cccc1
  0, 0.2, -3, -2, 18, 1, -1, -9, 0, 2

Record cards (already shown). Screens in order: ASAP1 inh | KLK7 zymogen act | DDE Tn7 FP inh | NR1D1 modulator | UHRF1 binding | PLC-gamma1 inh | ARFGAP1 inh | DDE Tn6 FP inh | sPLA2-III inh | PLCb3 inh
Shown for O=C1C2(c3ccccc3)CN(CCO)CC1(c1ccccc1)CN(CCO)C2 → -10 | 0.1 | -1 | 0 | 0 | 3 | -17 | -8 | 4 | 7
Shown for CC(/C=C/C1(O)C(C)CC(=O)CC1(C)C)OC1OC(CO)C(O)C(O)C1O (configuration not stated) → 4 | 1.5 | -1 | -4 | 1 | -4 | -16 | -1 | 3 | -80

The listing continues.
Under each structure – ASAP1 inh, KLK7 zymogen act, DDE Tn7 FP inh, NR1D1 modulator, UHRF1 binding, PLC-gamma1 inh, ARFGAP1 inh, DDE Tn6 FP inh, sPLA2-III inh, PLCb3 inh
COc1cccc(NC(=S)NNC(=O)Cn2nc([N+](=O)[O-])cc2C)c1
  -11, -0.1, -1, 0, -1, -2, -7, -12, 8, 1
O=C(Nc1ccc2c(c1)OCO2)N1CCN(c2cccc(C(F)(F)F)c2)CC1
  7, -0.4, -12, 0, -5, 0, -11, 2, 2, 1
Cc1ccc(C(c2c(C)[nH][nH]c2=O)c2c(C)[nH][nH]c2=O)cc1[N+](=O)[O-]
  1, -0.3, 1, 1, -6, 2, 15, 0, -10, 1
COc1cc(OC)c(/C=N/NC(=O)c2ccc(NC(C)=O)cc2)cc1Br
  10, 0.0, 4, -27, 3, -4, 15, -7, -2, -7
O=C(Nc1nnc(-c2cccc(F)c2)s1)Nc1ccccc1F
  14, -0.1, 5, 1, 2, -16, 6, -1, 2, -4
CCOC(=O)/N=C(/NC(=O)Nc1ccc(C(=O)OCC)cc1)OC
  5, -0.5, 3, -1, 4, 2, 3, -5, 8, 1
O=C(COc1ccccc1F)N1CCc2ccccc2C1
  -3, -0.3, 6, 5, -3, 1, 7, -7, -3, 1
Cc1cccc(N2CCN(C(=O)C3CCN(S(=O)(=O)c4c(C)noc4C)CC3)CC2C)c1 (configuration not stated)
  14, 0.0, -14, -1, 3, 6, -5, -1, -5, 3
CCOc1ccc2nc(SCC(=O)c3ccc(C)s3)sc2c1
  -2, 0.1, 1, 3, 1, -1, 8, 1, -14, 0
CC(=O)c1cccc(S(=O)(=O)N2CCC(C(=O)O)(c3ccccc3)CC2)c1
  -7, -0.2, -2, 0, 2, 1, -5, 2, -4, -6
C=CCC(=O)N1CCCC(CO)(Cc2ccc(F)cc2F)C1 (configuration not stated)
  -3, 0.0, -3, 0, -4, 2, -9, -3, 1, -8

Some of these compounds in order of SMILES length, lowest first:
Under each structure – ASAP1 inh, KLK7 zymogen act, DDE Tn7 FP inh, NR1D1 modulator, UHRF1 binding, PLC-gamma1 inh, ARFGAP1 inh, DDE Tn6 FP inh, sPLA2-III inh, PLCb3 inh
O=C(Nc1nnc(-c2cccc(F)c2)s1)Nc1ccccc1F
  14, -0.1, 5, 1, 2, -16, 6, -1, 2, -4
CCOC(=O)/N=C(/NC(=O)Nc1ccc(C(=O)OCC)cc1)OC
  5, -0.5, 3, -1, 4, 2, 3, -5, 8, 1
COc1cc(OC)c(/C=N/NC(=O)c2ccc(NC(C)=O)cc2)cc1Br
  10, 0.0, 4, -27, 3, -4, 15, -7, -2, -7
